# GAA inh: inhibitors of human lysosomal alpha-glucosidase; purified human GAA, 4-MU-alpha-glucoside fluorescence; 200,000 tested, 0.005% active; AID 1466; P10253; Potency, µM (top dose mostly 76.9 µM), for the others: at the top dose activity change, negative = inhibition, actives largely listed as inhibitors;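 note: plate controls were uninhibited enzyme wells for no effect and no-enzyme background for full effect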
#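 Fluorescence at Ex 365/Em 440 nm from 4-methylumbelliferone reported enzyme activity after 20 min at room temperature. Reactions used 4 nM enzyme and 400 uM substrate at pH 5.0; curves fitted with the Hill equation.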
# NPSR antag: antagonists of human neuropeptide S receptor cAMP signaling. Q6W5P4. CHO-NPSR cells, cAMP TR-FRET, antagonist mode. Potency, µM (doses to about 38.3 µM), for inactives: top-dose activity change, negative = inhibition, hits mostly inhibitors. 220,000 tested, 1% active. AID 1461; note: % is set by controls: 0 for no effect and ±100 for the full control effect; nearly all actives have a fitted effect of over 50% in size; many of its hits are not listed in these tables
# Tau fluor cs: counter-screen for tau fibril formation inhibitors; tau K18 P301L Alexa594 fluorescence, heparin fibrillization; Potency, µM (titrated, usually from 57.7 µM), for the others: at the highest dose activity change, negative = decrease; 280,000 tested, 0.93% active; AID 1463; note: % is set by controls: 0 for no effect and ±100 for the full control effect; nearly all actives have a fitted effect of over 55% in size
#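 Human tau K18 P301L (15 uM unlabeled, 0.24 uM Alexa 594-labeled) in 100 mM sodium acetate pH 7 with 20 uM heparin, 6 hr at 37 C. ThT 30 uM added, 1 hr ambient; Alexa 594 FP and total fluorescence read at 555/632 nm.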
# aGal spleen mod: alpha-galactosidase A (human) modulation; P06280; human spleen homogenate, 4MU-alpha-Gal fluorescence, 40 min; Potency, µM (top dose mostly 80 µM), without a hit: at the top dose activity change, negative = inhibition, most hits filed as inhibitors; 240,000 tested, 0.008% active; AID 2107;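 note: 0% = enzyme with vehicle and -100% = no enzyme basal signal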
# Target sequence (P06280 32-429 limits assumed): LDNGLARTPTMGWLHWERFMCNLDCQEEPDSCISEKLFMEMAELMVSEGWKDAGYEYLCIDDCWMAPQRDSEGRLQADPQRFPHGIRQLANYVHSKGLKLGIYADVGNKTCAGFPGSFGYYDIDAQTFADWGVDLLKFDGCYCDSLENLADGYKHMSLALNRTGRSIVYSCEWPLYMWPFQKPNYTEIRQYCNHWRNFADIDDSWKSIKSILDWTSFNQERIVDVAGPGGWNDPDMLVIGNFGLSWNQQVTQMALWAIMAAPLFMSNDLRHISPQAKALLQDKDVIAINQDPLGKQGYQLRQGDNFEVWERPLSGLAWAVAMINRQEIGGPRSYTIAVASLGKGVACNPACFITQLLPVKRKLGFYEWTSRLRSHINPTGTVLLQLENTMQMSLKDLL
#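 Spleen homogenate 1 ug + cpd (titration) + 4-MU-alpha-D-galactopyranoside 1 mM; 37C 40 min; 50 mM citrate/phosphate pH 5.0, 0.01% Tween-20; stop pH 10; fluorescence 365/440; AC50 via Hill.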
# ALDH1A1 block: inhibitors of human aldehyde dehydrogenase 1A1; Purified ALDH1A1, NADH fluorescence, propionaldehyde substrate; Potency, µM (top dose mostly 75.3 µM), for the others: at the top dose activity, negative = inhibition, actives largely listed as inhibitors; 220,000 tested, 7.3% active; AID 1030; active = well fitted inhibition curve with a large enough effect, not every such curve was filed as active; inconclusive = small, poorly fitted or top-dose-only effect, or another doubt; inactive = no such curve, though single readings can be large or run the other way;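 note: plate controls were no enzyme wells and a reference inhibitor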
# Target sequence (P00352 whole entry, looked up): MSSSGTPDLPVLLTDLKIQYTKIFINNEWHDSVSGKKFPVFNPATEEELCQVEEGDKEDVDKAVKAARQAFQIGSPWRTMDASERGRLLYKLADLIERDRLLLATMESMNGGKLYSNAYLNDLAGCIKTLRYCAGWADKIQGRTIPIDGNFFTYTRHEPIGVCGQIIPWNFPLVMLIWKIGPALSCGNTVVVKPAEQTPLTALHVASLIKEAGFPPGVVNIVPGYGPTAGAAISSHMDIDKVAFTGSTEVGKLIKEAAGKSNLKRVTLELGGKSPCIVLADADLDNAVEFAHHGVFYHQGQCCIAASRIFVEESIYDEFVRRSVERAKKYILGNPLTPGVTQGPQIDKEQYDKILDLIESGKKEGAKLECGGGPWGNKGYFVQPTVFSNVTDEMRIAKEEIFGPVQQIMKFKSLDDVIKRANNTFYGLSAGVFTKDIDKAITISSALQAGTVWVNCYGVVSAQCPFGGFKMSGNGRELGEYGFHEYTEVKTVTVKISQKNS
# GAA spleen mod: inhibitors or activators of human alpha-glucosidase in spleen homogenate; P10253; human spleen homogenate, 4-MU-alpha-glucoside fluorescence; Potency, µM (series often up to 79.9 µM), without a hit: at the highest dose activity change, negative = inhibition, most hits filed as inhibitors; 240,000 tested, 0.006% active; AID 2112;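 note: 0% = enzyme with vehicle and -100% = no enzyme basal signal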
#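 Enzyme source: human spleen homogenate, 1 ug/well. Buffer 50 mM citric acid/K phosphate pH 5.0, 0.01% Tween-20. 4-MU-alpha-glucoside 1 mM; 37 C x 40 min; NaOH/glycine stop; fluorescence.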
# GAA glycogen mod: GAA glycogen-cleavage inhibition or activation. Potency, µM (top dose mostly 76.4 µM), inactives show at the top dose activity change, negative = inhibition, usual class: inhibitors. recombinant GAA, glycogen substrate, Amplex Red glucose oxidase fluorescence. 300,000 tested, 0.38% active. AID 2100. P10253;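 note: 0% = full enzyme reaction and -100% = no-enzyme basal signal; the screen sought inhibitors and activators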
#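 Natural-substrate format: glycogen cleavage by 4 nM human enzyme, glucose read by Amplex Red coupling (Ex 573, Em 610 nm). Normalized to enzyme and no-enzyme controls.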
# Epigenetic derep: derepresses silenced GFP reporter in murine cells | murine LDR cells, GFP reporter derepression, 30 h | Potency, µM (titrated, usually from 53.9 µM), for inactives: at the top dose GFP activation, hits mostly activators | 280,000 tested, 0.2% active | AID 1865; note: % of control where 0% means no effect; nearly all actives have a fitted effect of over 60% in size
#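 Murine LDR cells bearing a silenced CMV-driven GFP reporter were exposed to compound for 30 h at 37 C. After PBS washes, GFP-positive cells (20-120 um objects) counted by laser-scanning microplate cytometry.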
# An asterisk follows results filed as active; ? = inconclusive; / = not tested or not shown; & = joins results of further samples; [ ] = dose if it differs, or a comment. Unless noted, calls come from the whole dose curve; as a rule, active = well fitted curve in the direction sought with a large enough effect; inconclusive = small, poorly fitted or top-dose-only effect, or another doubt; inactive = no such curve, though single readings can be large; an effect the other way counts as inactive or inconclusive. Potency is the fitted concentration of half-maximal effect. The list is partial, so the mix of outcomes need not match the whole.
# Letter code – A = GAA inh; B = NPSR antag; C = Tau fluor cs; D = aGal spleen mod; E = ALDH1A1 block; F = GAA spleen mod; G = GAA glycogen mod; H = Epigenetic derep
> COc1ccc(CCNS(=O)(=O)c2cccc(F)c2)cc1OC
  A: -3% | B: -9%[46.1 µM] | C: -5% | D: 2% | E: -4% | F: -6% | G: -3% | H: 2.2%
> CCNC(=S)/N=C(/Nc1ccccc1)Nc1nc(C)cc(C)n1
  A: / | B: -49% | C: -28% | D: 7% | E: / | F: 4% | G: ? | H: 0.1%
> Nc1cc(=O)[nH]c(SCCNS(=O)(=O)c2ccccc2)n1
  A: -2% | B: 7%[46.1 µM] | C: -1% | D: 2% | E: -8% | F: -3% | G: -1% | H: -1.1%
> O=C(c1ccc(Cl)s1)N1CCN(c2nc3ccccc3s2)CC1
  A: -4%[15.4 µM] | B: -7%[46.1 µM] | C: -13% | D: -19% | E: ? | F: 0% | G: 4% | H: 0.7%
> O=C(O)CCC(NC(=O)c1ccc(Cl)cc1)C(=O)O (stereo unspecified)
  A: 5% | B: 19% | C: 11% | D: -2% | E: 7% | F: -2% | G: 7% | H: 0.0%
> C/C(=N\NC(=O)CN1CCN(S(=O)(=O)c2ccc(C)cc2)CC1)c1ccncc1
  A: / | B: 17% | C: -14% | D: -16% | E: / | F: -17% | G: 1% | H: 0.0%
> O=C(CN1CCN(S(=O)(=O)c2ccccc2F)CC1)Nc1ccccc1C(=O)c1ccccc1
  A: -8% | B: -52% | C: -20% | D: -2% | E: 2.8µM* | F: -11% | G: 9% | H: -0.4%
> O=C(/C=C/c1ccc(O)cc1)OCc1occc(=O)c1O[C@@H]1OC(CO)[C@@H](O)[C@H](O)[C@@H]1O (stereo partly specified)
  A: 4% | B: 10% | C: -4% | D: 4% | E: 7% | F: -3% | G: 1% | H: 0.6%
> CCOC(=O)c1c(NC(=O)CCCC(=O)O)sc2c1CCC2
  A: -3% | B: -13% | C: 3% | D: 9% | E: 0% | F: 1% | G: -5% | H: 0.9%
> CN1CCN(C(=O)CN(C)S(=O)(=O)c2ccc3ccccc3c2)CC1
  A: ? | B: 4% | C: 5%[2.34 µM] | D: 0% | E: 11% | F: 1% | G: 9% | H: -0.1%
> Oc1cccc(-c2nc3c4c(ncn3n2)-c2ccccc2CC42CCCC2)c1
  A: 9% | B: ? | C: ? | D: 5% | E: 10% | F: 4% | G: -4% | H: 7.3%
> Cc1ccccc1OC1C(=O)N(CC2CCCO2)C1c1ccc2c(c1)OCO2 (stereo unspecified)
  A: -1% | B: 11% | C: -3% | D: 9% | E: -9% | F: -5% | G: -14% | H: 0.0%
> COc1ccc(N2CCN(Cc3nc(N)nc(N4CCCc5ccccc54)n3)CC2)cc1
  A: -3% | B: -15%[46.1 µM] | C: -15% | D: 5% | E: 2% | F: 2% | G: ? | H: -1.1%
> COc1ccccc1NC(=O)c1ccc(Br)o1
  A: 1% | B: -5%[46.1 µM] | C: 1% | D: -19% | E: 0% | F: ? | G: 6% | H: -2.0%
> CCN1CNC(=S)N(c2ccccc2OC)C1
  A: -6% | B: 5%[46.1 µM] | C: 6% | D: 7% | E: -9% | F: -5% | G: 4% | H: 0.0%
> Cc1onc(-c2c(Cl)cccc2Cl)c1C(=O)Nc1c(C)n(C)n(-c2ccccc2)c1=O
  A: -4% | B: 0%[46.1 µM] | C: 5% | D: -4% | E: 6% | F: 2% | G: -1% | H: -1.1%
> Cn1cc(C2=C(c3ccc(Cl)cc3Cl)C(=O)NC2=O)c2ccccc21
  A: / | B: -25%[46.1 µM] | C: / | D: 3%&-1% | E: -10%&3% | F: 7%&2% | G: -1%[76.3 µM] | H: 14µM*
> CCCNC(=O)c1ccccc1NC(=O)c1ccccc1N(C)S(=O)(=O)c1ccc(C)cc1
  A: -1% | B: -10%[46.1 µM] | C: -8% | D: 3% | E: 6% | F: 0% | G: -9% | H: 1.0%
> O=C1Nc2ccccc2C12NCCc1c2[nH]c2ccccc12 (stereo unspecified)
  A: 1% | B: -13%[46.1 µM] | C: -2% | D: 2% | E: -12% | F: 5% | G: 3% | H: 0.9%
> CCOc1ccccc1NC(=O)CSc1nnc2ccc(-c3cccnc3)nn12
  A: -1% | B: 9% | C: 2% | D: 5% | E: 7% | F: / | G: 4% | H: -0.8%
> O=C(Cn1c(CO)nc2ccccc21)Nc1ccccc1Cl
  A: -3% | B: 3% | C: 1% | D: 0% | E: -3% | F: -10% | G: 9% | H: -0.6%
> O=C1N/C(=C/c2cccn2-c2ccccc2)C(=O)N1Cc1ccccc1F
  A: -13% | B: -31% | C: 9% | D: 3% | E: ? | F: 0% | G: 9% | H: 0.0%
> CCN1CCCc2cc(CN(CCN3CCOCC3)C(=S)Nc3cccc(Cl)c3)ccc21
  A: -2% | B: -31% | C: ? | D: 10% | E: ? | F: 2% | G: ? | H: 1.1%
> Cc1ccc(C(NC(N)=O)c2ccccc2C)cc1 (stereo unspecified)
  A: -3% | B: -5%[46.1 µM] | C: -8% | D: 7% | E: ? | F: 0% | G: 2% | H: 0.8%
> CC(/C=C1\SC(=S)N(C(C(=O)O)C(C)C)C1=O)=C\c1ccccc1 (stereo unspecified)
  A: ? | B: 27% | C: -8% | D: 5% | E: ? | F: -12% | G: -12% | H: 4.7%

# The last 4 entries of the part before lead into the next.
# Letter code – A = GAA inh; B = NPSR antag; C = Tau fluor cs; D = aGal spleen mod; E = ALDH1A1 block; F = GAA spleen mod; G = GAA glycogen mod; H = Epigenetic derep
> O=C1N/C(=C/c2cccn2-c2ccccc2)C(=O)N1Cc1ccccc1F
  A: -13% | B: -31% | C: 9% | D: 3% | E: ? | F: 0% | G: 9% | H: 0.0%
> CCN1CCCc2cc(CN(CCN3CCOCC3)C(=S)Nc3cccc(Cl)c3)ccc21
  A: -2% | B: -31% | C: ? | D: 10% | E: ? | F: 2% | G: ? | H: 1.1%
> Cc1ccc(C(NC(N)=O)c2ccccc2C)cc1 (stereo unspecified)
  A: -3% | B: -5%[46.1 µM] | C: -8% | D: 7% | E: ? | F: 0% | G: 2% | H: 0.8%
> CC(/C=C1\SC(=S)N(C(C(=O)O)C(C)C)C1=O)=C\c1ccccc1 (stereo unspecified)
  A: ? | B: 27% | C: -8% | D: 5% | E: ? | F: -12% | G: -12% | H: 4.7%
> CCS(=O)(=O)Nc1cccc(C2=NN(S(=O)(=O)c3ccccc3)C(c3cccs3)C2)c1 (stereo unspecified)
  A: 3% | B: ? | C: ? | D: -2% | E: ? | F: -9% | G: -4% | H: 0.0%
> COc1ccc(CN2CN(S(=O)(=O)c3cccs3)c3nc4ccccc4nc32)cc1
  A: / | B: 25%[7.67 µM] | C: -30% | D: 6% | E: / | F: -2% | G: -5% | H: 2.4%
> Cc1ccc(C)c(N2C(=O)CC(N3CCN(Cc4ccc5c(c4)OCO5)CC3)C2=O)c1 (stereo unspecified)
  A: -7% | B: -3%[46.1 µM] | C: -1% | D: 6% | E: ? | F: -5% | G: -1% | H: -1.1%
> CCOC(=O)c1cc(NC(=O)C2CCCO2)cc(C(=O)OCC)c1 (stereo unspecified)
  A: 13% | B: 8%[46.1 µM] | C: 1% | D: 4% | E: -7% | F: -3% | G: 11% | H: -0.7%
> CCOC(=O)c1sc(NC(=O)CSc2nc(C)cc(C)c2C#N)c(C#N)c1C
  A: -6% | B: -10%[46.1 µM] | C: -10% | D: 8% | E: ? | F: 2% | G: 1% | H: 0.3%
> O=C(NO)c1ccccc1O
  A: -7%[15.4 µM] | B: 39% | C: -8% | D: 12% | E: 4% | F: 8% | G: ? | H: 1.9%
> CC1CCCCC12NC(=O)N(CC(=O)NC1CCCc3ccccc31)C2=O (stereo unspecified)
  A: 2% | B: ? | C: -7% | D: 5% | E: -7% | F: 1% | G: 23% | H: 0.0%
> CN(C)c1ccc(C2CNC(c3ccc(Cl)c([N+](=O)[O-])c3)c3[nH]c4ccccc4c32)cc1 (stereo unspecified)
  A: / | B: -57% | C: ? | D: 8% | E: / | F: -1% | G: -12% | H: 0.0%
> CCOC(=O)C1=C(c2ccccc2)c2ccccc2OC1C(=O)OCC (stereo unspecified)
  A: / | B: / | C: -3%[81.3 µM] | D: 2%[119 µM] | E: -3% | F: -2%[119 µM] | G: / | H: -1.6%
> CC(=O)c1ccc(NS(=O)(=O)c2ccccc2)cc1
  A: -5% | B: -15%[46.1 µM] | C: -5% | D: 3% | E: -3% | F: 1% | G: -3% | H: -1.1%
> CCCCc1nnc(NC(=O)CSc2nc(=O)cc(N)n2-c2ccccc2)s1
  A: -4% | B: -1%[46.1 µM] | C: 7% | D: 1% | E: 3% | F: 0% | G: -3% | H: -0.8%
> CCCCC(CC)CNC(=O)c1ncn[nH]1 (stereo unspecified)
  A: 8% | B: 5% | C: -6% | D: 4% | E: 7% | F: 6% | G: -20% | H: -1.3%
> N#C/C(=C\c1ccc(Cl)c([N+](=O)[O-])c1)c1ccccn1
  A: -3% | B: -51% | C: -18% | D: 9% | E: ? | F: 1% | G: 2% | H: ?
> O=C(NCCSCc1ccco1)Nc1cc(Cl)cc(Cl)c1
  A: / | B: -27% | C: ? | D: -4% | E: / | F: 1% | G: -3% | H: 2.1%
> CCOC(=O)C1CCN(C(=O)CSc2cc(=O)n(C)c3ccccc23)CC1
  A: 0% | B: ? | C: ? | D: -13% | E: ? | F: -6% | G: -2% | H: -0.2%
> Fc1ccc(CNC(=S)Nc2ccc(OC(F)F)cc2)cc1
  A: -15% | B: -17% | C: ? | D: 1% | E: ? | F: 5% | G: 5% | H: -1.3%
> O=C(CN(Cc1ccc(F)cc1)C(=O)C1CSC(=O)C1)NC1CCCCC1 (stereo unspecified)
  A: 6% | B: -1%[46.1 µM] | C: -1% | D: -1% | E: -10% | F: -13% | G: 22% | H: 2.0%
> Fc1ccc(Cn2nnnc2CN2CCN(C3CCCC3)CC2)cc1
  A: 9% | B: -1%[46.1 µM] | C: 6% | D: 4% | E: -4% | F: -1% | G: 3% | H: 0.0%
> CCOc1ncccc1C(=O)Nc1nc(C(C)(C)C)cs1
  A: ? | B: -39% | C: -9% | D: 1% | E: -12% | F: 5% | G: 8% | H: 1.1%
> CCN(CC)C(=O)CSc1nc2ncccc2[nH]1
  A: 0% | B: 9%[46.1 µM] | C: -1% | D: -20% | E: ? | F: -7% | G: 1% | H: -1.7%
> CC1CCN(c2nc3nonc3nc2Nc2ccc(F)cc2)CC1
  A: 0% | B: 36% | C: -23% | D: -16% | E: 1% | F: -9% | G: 2% | H: 2.5%

# Screening data from PubChem BioAssay.
